# TbREL1 inh: TbREL1 RNA ligase inhibitors, primary screen, biochemical, FRET fluorescence. 89,000 compounds, 0.49% hits. TbREL1 RNA ligation. RNA-editing ligase 1, mitochondrial (Trypanosoma brucei brucei), P86926. inhibition, % at 9.66 µM;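 active = inhibition above the mean inhibition across all screened compounds plus 3 SD, cut at about 11% in these data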;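 note: 0% = plate median of test wells and 100% = NSC42067 control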
# Target sequence (P86926 whole entry, looked up): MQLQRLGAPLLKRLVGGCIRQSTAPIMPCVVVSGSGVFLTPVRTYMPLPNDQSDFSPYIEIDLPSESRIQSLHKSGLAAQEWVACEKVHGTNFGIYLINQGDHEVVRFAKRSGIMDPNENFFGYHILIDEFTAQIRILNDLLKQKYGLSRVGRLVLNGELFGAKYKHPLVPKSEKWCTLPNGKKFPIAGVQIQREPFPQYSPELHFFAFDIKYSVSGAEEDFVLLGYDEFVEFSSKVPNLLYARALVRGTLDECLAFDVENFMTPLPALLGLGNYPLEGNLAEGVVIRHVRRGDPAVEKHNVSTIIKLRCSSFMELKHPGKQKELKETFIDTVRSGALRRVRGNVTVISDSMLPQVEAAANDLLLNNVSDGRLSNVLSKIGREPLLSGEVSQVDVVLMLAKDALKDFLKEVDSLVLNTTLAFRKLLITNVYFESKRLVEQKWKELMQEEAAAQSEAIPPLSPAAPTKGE
# Active calls of the source: *. A portion of the library; the hit share may differ from the screen's.
TbREL1 inh | Compound
0 | O=c1c(C=NCC2CCCO2)c(-c2ccccc2)[nH]n1-c1ccc([N+](=O)[O-])cc1 (stereo not drawn)
-4 | CCN=C1S/C(=C\c2cn(CC(=O)NCCOC)c3ccccc23)C(=O)N1CC
4 | Nc1cc(OC(=O)c2cccs2)nn1S(=O)(=O)c1ccc(F)cc1
-1 | COc1ccc(-c2csc(NCCc3nc4cc(Cl)c(N5CCCCC5)cc4n3CCOCCO)n2)cc1
0 | CC1=C(C(N)=O)C(c2cccc(OCc3ccccc3)c2)n2nnnc2N1 (stereo not drawn)
0 | Cc1ccccc1S(=O)(=O)Cc1ccc(C(=O)NCCc2ccccc2)o1
-5 | CC(=O)Nc1ccc(S(=O)(=O)Nc2ccc(N3CCCCC3)cc2)cc1
-1 | O=C(c1sc2ccccc2c1Cl)N(Cc1ccccc1Cl)C1CCS(=O)(=O)C1 (stereo not drawn)
-1 | CCOc1ccc(CCNC(=O)CCc2nc(-c3ccc(OC)cc3)no2)cc1OCC
2 | Cc1cccc(Nc2nccc(N(C)C)c2C#N)c1
3 | CCOc1ccc(C(C(=O)NCCOC)N(CCOC)C(=O)CCC(=O)Nc2ccccn2)cc1 (stereo not drawn)
-4 | CCOc1ccc2nc(CN3CCN(Cc4ccsc4)C(CCO)C3)ccc2c1 (stereo not drawn)
7 | CCC(C)(C(=O)Nc1ccc2c(c1)OCCO2)N(C(C)=O)c1ccc(C(N)=O)cc1 (stereo not drawn)
-2 | COc1ccc(Cn2ccc3ccc(-c4ccc5ccn(C(=O)c6ccc(C)cc6)c5c4)cc32)cc1
-1 | Cc1ccc(S(=O)(=O)N2CCOCC2)cc1NC(=O)CSc1nc(N)cc(=O)[nH]1
-1 | COC(=O)c1sc(NC(=O)C2CCCO2)c(C(=O)OC)c1C (stereo not drawn)
-2 | COc1cccc(-c2cccc(-c3nc(C(=O)NCCCN4CCOCC4)cc4c3[C@H](CCO)N(S(=O)C(C)(C)C)C4)c2)c1 (stereo partly drawn)
1 | O=C(COc1cccc2ccccc12)NNC(=O)C1CCCO1 (stereo not drawn)
0 | CCNc1nc(NCC)nc(SCCOC(=O)Nc2ccc(Cl)cc2Cl)n1
2 | CCOC(=O)c1sc2ncnc(N3CCN(CC)CC3)c2c1C
0 | Cc1ccc(-n2ncc3c(NCc4cccnc4)ncnc32)c(C)c1
0 | CCCCN(C(=O)C(C)N1C(=O)c2ccccc2C1=O)c1c(N)n(CC(C)C)c(=O)[nH]c1=O (stereo not drawn)
2 | COc1cc(CC(=O)Oc2ccc3c(c2)OCO3)cc(OC)c1OC
-2 | Cc1ccc(Nc2c(N)c(=O)oc3ccccc23)cc1
3 | O=C(Nc1cc2c(cc1Br)OCCCO2)c1cccnc1

TbREL1 inh | Compound
1 | COc1ccc(Oc2nc3ccccc3nc2C(F)(F)F)cc1
-1 | COc1ccc(CNC(=O)c2cc(-c3ccco3)on2)cc1
-1 | COc1ccc(CCNC(=O)COC(=O)C2CC2C)cc1 (stereo not drawn)
3 | C/C(CC(=O)Nc1cccc(C(F)(F)F)c1)=N\NC(=O)C(=O)NCC(C)C
-1 | COc1ccc(OCC(=O)OCC(=O)NCc2ccco2)cc1
2 | COCc1c(C(=O)N2CCN(Cc3c(F)cccc3Cl)CC2)oc2ccccc12
-4 | Cc1cc(C)c2c(c1)-c1c(ssc1=S)C(C)(C)N2C(=O)CSc1nncn1C
2 | O=C(CSc1ccc(Cl)cc1)Nc1ccc(NC(=O)c2ccco2)cc1
2 | CC(C)c1ccccc1N1CC(C(=O)O)CC1=O (stereo not drawn)
0 | O=C(NCCN1CCN(c2ccccc2F)CC1)c1cccn2c(=O)c3ccccc3nc12
7 | CCC(CC)c1nnc(NC(=O)COc2ccc3c(C)cc(=O)oc3c2)s1
0 | O=C(C1COc2ccccc2O1)N1CCN(c2ccc([N+](=O)[O-])cc2)CC1 (stereo not drawn)
-2 | Cc1cccc(NC(=S)N(CCCN2CCOCC2)Cc2ccccn2)c1
5 | CCOC(=O)C1CCN(S(=O)(=O)c2ccc3c(c2)CC(C)N3C(=O)C2CC2)CC1 (stereo not drawn)
0 | C=CCNC(=O)COC(=O)c1c2c(nc3ccccc13)CCC2
-1 | O=C(Nc1cccc(-c2ccc(N3CCCCC3)nn2)c1)c1ccc(Br)o1
-7 | CCOC(=O)C1=NN(c2ccccc2)C(=O)/C1=C\c1ccc(N(C)C)cc1
0 | COc1ccc(Nc2cc(C)nc3nc(C)nn23)cc1Cl
3 | COc1ccc(-c2sc3cc(OC)c(OC)cc3c2C#CC2(O)CCCCC2)cc1
-1 | O=C(CN1CCCCC1)N1c2ccccc2Sc2ccc(C(F)(F)F)cc21
5 | CCC(C)NC(=O)c1ccc2c(c1)N(Cc1ccccc1)C(=O)CS2 (stereo not drawn)
-6 | O=C(CCNC(=O)Cn1ccc2ccccc2c1=O)NCCCN1CCN(c2ccccc2F)CC1
-3 | O=C(C1CCC1)N1CCc2cc(S(=O)(=O)Nc3ccc4c(c3)OCO4)ccc21
1 | Cc1c(C(=O)OCC(=O)NCc2ccccc2)oc2ccccc12
-4 | COc1ccccc1CNC(=O)C(NC(=O)c1ccccc1)C(C)C (stereo not drawn)

TbREL1 inh | Compound
-1 | O=C(C[C@@H]1C/C=C\C[C@H](NC(=O)OCC2c3ccccc3-c3ccccc32)C(=O)OC[C@@H]2CCCN2C1=O)N[C@H](CO)Cc1ccccc1
-1 | O=C(c1ccccc1-c1ccccc1)N1CCCC1
2 | C=CCN(Cc1nc(-c2ccccc2)no1)C(=O)c1ccc2c(c1)OCO2
6 | CC(C)(C)c1cc(C(=O)NC2CC2)n(Cc2ccc(F)cc2)n1
-5 | CSc1ccc(-c2nnn(Cc3ccccn3)n2)cc1
4 | O=C(Nc1cccc(C(F)(F)F)c1)OC1CC2CC1[C@H]1CCCCN1[C@H]2Cc1ccccc1 (stereo partly drawn)
-2 | CCCn1c2ccccc2c2nnc(SCC(=O)OCC)nc21
-3 | CCOC(=O)c1[nH]c2ccccc2c1NC(=S)Nc1ccccc1
1 | CCN(CC(=O)NCc1ccc(F)cc1)C(=O)COc1ccccc1[N+](=O)[O-]
-7 | Cc1cccc(C)c1-n1c(C)cc(/C=N\NC(=O)CC(=O)NC2CCCCC2)c1C
0 | CC1(C)O[C@@H]2[C@H](O1)[C@@H](COS(=O)(=O)O)O[C@H]2n1ccc(=O)[nH]c1=O
4 | O=C(Cc1ccccc1)NC1(O)C(=O)c2ccccc2C1=O
-1 | CCCCOCCCNC1=NCCCCC1
-1 | COc1ccc(CNC(=O)[C@@H]2CC=C[C@@H]3CCN(C4CC4)C(=O)[C@@H]32)cc1
-3 | CC(C)(C)SCCNC(=O)/C=C/c1cccc([N+](=O)[O-])c1
-7 | COc1ccc(N2CCN(C(=O)COC(=O)c3nc(Cl)ccc3Cl)CC2)cc1
-1 | O=C([C@H](Cc1ccc(O)cc1)n1cc(CCO)nn1)N1CCNCC1
5 | CCCCCCCCN1C(=O)[C@@H](CC(=O)NCC23CC4CC(CC(C4)C2)C3)C[C@@]2(C(=O)OC)C1=C[C@H](C(C)C)O[C@@H]2C1CC1
-1 | COc1ccc(OC)c(NC(=O)CN2C(=O)C(=O)N(Cc3ccccc3)C2=O)c1
0 | COCCNC(=O)C(c1cccnc1)N(Cc1ccc(C)cc1)C(=O)Cn1nnc2ccccc21 (stereo not drawn)
1 | O=C(Nc1cccc([N+](=O)[O-])c1)c1ccc(CSc2ccccc2)cc1
4 | COc1ccc(NC(=O)CSc2ccc(-c3cccs3)nn2)c(OC)c1
1 | COc1ccc(Cl)cc1NC(=O)CN(C)C(=O)CN1C(=O)NC(C)(C)C1=O
-3 | Cc1cc(N2CCN(C)CC2)n2cc(-c3ccc(F)cc3)nc2n1
-6 | O=C1/C(=C\c2ccsc2)NC(=S)N1c1ccccc1

# An excerpt from further up, as a working copy:
TbREL1 inh | Compound
-3 | CCOC(=O)c1[nH]c2ccccc2c1NC(=S)Nc1ccccc1
1 | CCN(CC(=O)NCc1ccc(F)cc1)C(=O)COc1ccccc1[N+](=O)[O-]
-7 | Cc1cccc(C)c1-n1c(C)cc(/C=N\NC(=O)CC(=O)NC2CCCCC2)c1C
0 | CC1(C)O[C@@H]2[C@H](O1)[C@@H](COS(=O)(=O)O)O[C@H]2n1ccc(=O)[nH]c1=O
4 | O=C(Cc1ccccc1)NC1(O)C(=O)c2ccccc2C1=O
-1 | CCCCOCCCNC1=NCCCCC1
-1 | COc1ccc(CNC(=O)[C@@H]2CC=C[C@@H]3CCN(C4CC4)C(=O)[C@@H]32)cc1
-3 | CC(C)(C)SCCNC(=O)/C=C/c1cccc([N+](=O)[O-])c1
-7 | COc1ccc(N2CCN(C(=O)COC(=O)c3nc(Cl)ccc3Cl)CC2)cc1
-1 | O=C([C@H](Cc1ccc(O)cc1)n1cc(CCO)nn1)N1CCNCC1
5 | CCCCCCCCN1C(=O)[C@@H](CC(=O)NCC23CC4CC(CC(C4)C2)C3)C[C@@]2(C(=O)OC)C1=C[C@H](C(C)C)O[C@@H]2C1CC1
-1 | COc1ccc(OC)c(NC(=O)CN2C(=O)C(=O)N(Cc3ccccc3)C2=O)c1
0 | COCCNC(=O)C(c1cccnc1)N(Cc1ccc(C)cc1)C(=O)Cn1nnc2ccccc21 (stereo not drawn)
1 | O=C(Nc1cccc([N+](=O)[O-])c1)c1ccc(CSc2ccccc2)cc1
4 | COc1ccc(NC(=O)CSc2ccc(-c3cccs3)nn2)c(OC)c1
1 | COc1ccc(Cl)cc1NC(=O)CN(C)C(=O)CN1C(=O)NC(C)(C)C1=O
-3 | Cc1cc(N2CCN(C)CC2)n2cc(-c3ccc(F)cc3)nc2n1
-6 | O=C1/C(=C\c2ccsc2)NC(=S)N1c1ccccc1

# Remaining list, next part:
TbREL1 inh | Compound
0 | CCC(=O)Nc1nnc(CSCc2ccccc2)s1
3 | O=C1CC(C(=O)Nc2ccccc2)C2(CCCCC2)O1 (stereo not drawn)
6 | COc1cc(C(C)=O)ccc1OC(=O)N1CCOCC1
-3 | CCN(c1cccc(C(F)(F)F)c1)S(=O)(=O)c1ccc2c(c1)CCN2C(=O)C1CC1
5 | C(#CCN1CCC(Cc2ccccc2)CC1)COCCOCc1ccccc1
4 | Cc1cccc(-c2nnc(SCc3cccc4ccccc34)n2-c2ccc(Cl)cc2)c1
0 | COc1ccc(C(CNC(=O)c2cccc(S(=O)(=O)N3CCCc4ccccc43)c2)N(C)C)cc1 (stereo not drawn)
-3 | OCCN1CCN(Cc2cc(Cl)c3cccnc3c2O)CC1
-5 | COC(=O)C(Cc1ccc(O)cc1)NC(=O)C1CCN(S(=O)(=O)c2ccc(C)cc2)CC1 (stereo not drawn)
-5 | COC(=O)c1ccc2c(=O)n(CCO)c(=S)[nH]c2c1
0 | CC1=CC2=NC(=O)/C(=C\c3cccn3CCOc3cc(C)ccc3C)C(=N)N2O1
1 | O=C(O)/C=C/C(=O)Nc1ccc(SC(F)(F)F)cc1
-1 | O=C(N/N=C/c1ccccc1OC(F)F)NC1CCCCC1
-2 | COc1ccc(C(C#N)C2(C)OCCO2)cc1OC (stereo not drawn)
5 | OCC(O)C1OC(Nc2ccc(Cl)cc2)C(O)C1O (stereo not drawn)
5 | O=S(=O)(c1ccc2ccccc2c1)N1CCN(S(=O)(=O)c2c(F)cccc2F)CC1
0 | CC(=O)Nc1ccc(Nc2cc(C)nc3c(-c4ccc(Cl)cc4)cnn23)cc1
3 | O=C(c1cccc(C(F)(F)F)c1)N1CCN(S(=O)(=O)c2ccc(Cl)s2)CC1
4 | Cc1ccc2nc(SCC(=O)NC3CCS(=O)(=O)C3)[nH]c2c1 (stereo not drawn)
-5 | COCCNC(=S)N(CCc1c(C)[nH]c2ccccc12)Cc1cccnc1
-5 | COc1ccc(N=C2SC(C(=O)Nc3ccc(C(=O)O)cc3)CC(=O)N2Cc2cccs2)cc1 (stereo not drawn)
4 | CC(C)(C)OC(=O)NCCCC[C@H](NC(=O)c1[nH]cnc1C(=O)Nc1ccc(CNC(=O)OC(C)(C)C)cc1)C(=O)OC(C)(C)C
2 | COc1cccc(N(CC(=O)NCc2cccnc2)S(C)(=O)=O)c1
0 | CCOc1ccc(-n2c(SCC(=O)Nc3ccccc3-c3ccccc3)nnc2-c2cccs2)cc1
-1 | CCC1CCc2c(sc(NC(=O)c3ccoc3C)c2C(N)=O)C1 (stereo not drawn)

TbREL1 inh | Compound
4 | Nc1c(N2CCN(c3ccccc3)CC2)c2ccccc2oc1=O
2 | O=S(=O)(c1ccc(SCc2ccccc2)nc1)N1CCCCCC1
1 | CCCCN(C(=O)c1ccccc1Br)C1CCS(=O)(=O)C1 (stereo not drawn)
1 | CN(CC(=O)Nc1ccccc1Cl)C(=O)COC(=O)CNC(=O)c1ccc(Br)o1
-6 | CN(C)c1ccc(SC#N)cc1
4 | COc1ccc2cc(C(C)C(=O)N3CCC(C(N)=O)CC3)ccc2c1 (stereo not drawn)
7 | O=C(/C=C/c1ccc([N+](=O)[O-])cc1)/C=C/c1ccco1
-1 | C[C@@H]1CC2=C(C(=O)OC(C)(C)O2)[C@H](c2ccc(F)cc2)O1
1 | Cc1ccc(NC(=O)c2nnn(CC(=O)Nc3ccc4c(c3)OCO4)c2N)cc1C
1 | O=C(Nc1ccccc1)N1CCN(c2nc3ccccc3s2)CC1
2 | CCCCn1c(SCc2nc(N)nc(Nc3ccccc3C)n2)nc2ccccc2c1=O
3 | Cc1ccc2sc(NC(=O)CN3C(=O)c4ccccc4C3=O)nc2c1C
0 | COc1ccc(-c2onc(C)c2-c2cscn2)c(O)c1
-1 | Cc1cc(C)c(NC(=O)CN2CCN3CCCC3C2)c(C)c1 (stereo not drawn)
-4 | Cc1nnc(SCC(=O)c2ccccc2F)n1Cc1ccccc1
1 | O=C(O)c1cccnc1Sc1ccc(Br)cc1
1 | CC(=O)c1cccc(NC(=O)c2cc(C)no2)c1
1 | O=C(c1ccccc1)c1cnc(Nc2ccc(Cl)c(Cl)c2)s1
-4 | c1ccc(C2(c3ccccc3)OCC(Cn3cncn3)O2)cc1 (stereo not drawn)
-1 | O=C(c1cnn2c(C(F)F)cc(C3CC3)nc12)N1CCc2ccccc2C1
-3 | C=CCn1c(N)c(-c2nc3ccccc3n2C)sc1=S
0 | COc1ccc(N(CC(=O)NCCC2=CCCCC2)S(=O)(=O)c2ccccc2F)cc1
1 | Cc1ccc(C(C)C)c(OCC(=O)NC2CCN(C)CC2)c1
3 | N#Cc1c(N)nc2c(c1-c1ccc(F)cc1)c(=O)nc1sccn12

# Source: PubChem BioAssay (The Scripps Research Institute Molecular Screening Center)
